# Salmonella PhoP GFP: PhoP-dependent GFP reporter repression – Salmonella Typhimurium, primary screen (AID 1863) | S. Typhimurium PhoP-regulated promoter GFP reporter, 4 h; higher % means a stronger effect | inhibition, % at 50 µM, or IC50 in µM where a hit was titrated | hit rate 0.16% among 300,000;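 active = inhibition over 29.93%, a cutoff 3 SD above the screen mean, later confirmed by dose response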;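 also: 0% = low Mg2+ inducing control and 100% = high Mg2+ repressing control; strong numbers were not always called active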
# T cell modulator: T cell immune modulators affecting CD8 T cell-vesicle binding; 2C CD8+ T cell-vesicle binding, flow cytometry; hits give low values; calls only at 7 µM; hit rate 0.068% among 330,000; AID 2052;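 active = response, share of CD8 T cells binding vesicles, and their 90th percentile fluorescence all below set limits, cut at about 80% in these data, passing the limit was not always enough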
#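 Assay system: 2C TCR transgenic mouse naive CD8+ T cells, MACS-purified | Read-out: CD8+ gate FL2 mean fluorescence as % of same-row positive control | Signal: High-throughput flow cytometry with anti-B7-1 and anti-CD8 staining | Timing: Binding step 1.5 h, 37 °C, antibody labelling 20 min, ice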
# Hep lipid drop: hepatic lipid droplet formation modulation; hit rate 0.4% among 240,000; inhibition, % at 6.5 µM; AML12 mouse hepatocytes, oleate lipid droplets, BODIPY imaging;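 active = lipid droplet intensity inhibited by at least 50%, with more than 500 cells counted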
#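 Material – mouse AML12 hepatocyte cell line, fixed after treatment · Compound dosing – one dose, 6.5 µM compound · Times – compound with oleate, overnight · Measured by – Image-based BODIPY and DAPI two-channel analysis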
# b-catenin transl: beta-catenin nuclear translocation modulation; hit rate 0.3% among 190,000; HeLa beta-catenin nuclear translocation, immunofluorescence imaging; nuclear translocation activity, % at 5 µM; AID 1665;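 active = nuclear translocation activity above 50% at 5 µM, with a well cell count of 50 or more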;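 also: per-cell ratio of nuclear to cytoplasmic median beta-catenin stain intensity; plate controls were DMSO negative control for no effect and GSK-3 inhibitor IX positive control for full effect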
#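 assay system = human HeLa cells, endogenous beta-catenin | times = compound treatment 24 h, 37°C, 5% CO2 | detection = Anti-beta-catenin immunofluorescence on PFA-fixed, Triton-permeabilized cells, DAPI nuclei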
# Dynein transport: dynein cargo transport inhibition; z-score, hits read low; 3617.4 mouse cells, GR-EGFP nuclear translocation imaging; test concentration mostly 20 µM; stimulated with dexamethasone, 1 µM; hits give low values; AID 1381; hit rate 0.47% among 220,000;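 active = plate z-score of nuclear minus cytoplasmic receptor signal below a set negative limit, without overly bright fluorescence or cell loss, cut at about -3.5 in these data, passing the limit was not always enough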;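 also: z-score of nuclear minus cytoplasmic ring GR-EGFP intensity difference per well; some compounds called inactive have numbers as strong as hits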
#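 medium = tetracycline-free induction medium containing charcoal-stripped FBS | probe or stimulus = dexamethasone, 1.0 µM final | timing = 48 h induction, then 1 h compound, then 30 min agonist, 37 °C | detection = automated 10x imaging of fixed Hoechst-stained cells | read-out basis = nuclear versus cytoplasmic GR-EGFP signal, averaged per well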
# MT stabilizer: stabilizes microtubules in HeLa cells. hit rate 0.83% among 200,000. HeLa tubulin immunostaining HCS, 24 h; share of cells brighter than vehicle mean+2SD. % tubulin-high responders, % at 10 µM. AID 2205;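 active = plate Z-score above 3 for both tubulin-high and condensed-nucleus cell shares, with cell loss under 80%, at 10 µM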;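 also: anti alpha tubulin signal scored within the nucleus-defined area of each cell; some results filed as inactive read as strong as hits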
# Insulin prom up: MIN6 insulin promoter up-regulation | hit rate 0.3% among 190,000 | z-score at 5 µM | MIN6 insulin promoter-GFP reporter, high-content imaging; hits give high values | AID 1625;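 active = z-score above 3 at 5 µM with at least 500 cells counted in the well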
# ER stress rescue: rescue of cells from ER stress-induced death, primary screen, 384-well, CSM14.1, thapsigargin, ATP luminescence (AID 1222); 190,000 tested, under 10 active; CSM14.1 thapsigargin-induced death rescue, ATP luminescence; higher % means a stronger effect; cellular ATP content (survival), % at 20 µM, or EC50 in µM where a hit was titrated;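 active = EC50 below 50 µM in the dose-response confirmation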;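 also: death triggered by thapsigargin at about 15 µM added after 2 h compound pretreatment; cell ATP read after overnight thapsigargin exposure of roughly 18 to 22 hours; normalized against plate controls of thapsigargin alone and 5% DMSO vehicle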
# Autophagy HCS: alters autophagy in cells; MEF GFP-LC3 puncta imaging; test concentration mostly 10 µM; calls only at 10 µM (by protocol); hit rate 0.98% among 190,000; AID 463193;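 active = percentage of spot-positive cells more than 3 SD above its plate mean, without a fluorescence outlier flag or 80% toxicity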;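 also: spot-positive cell cutoff set from DMSO-treated cells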
# Dynein transport cytoplasmic EGFP: further read-out of Dynein transport, marked with its call; z-score; measured here: cytoplasmic GR-EGFP intensity; hits give high values
# Dynein transport nuclear GR-EGFP: second read-out of Dynein transport, no call of its own (marks repeat the call); z-score; measured here: nuclear GR-EGFP intensity;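 lower value marks the stronger effect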
# Dynein transport cell count: also measured in Dynein transport; calls as there; z-score; measured here: cell count per field
# Insulin prom up cell count: second read-out of Insulin prom up, no call of its own (marks repeat the call); cell count; measured here: cytotoxicity, nuclei count;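 total cells summed across four imaged fields per well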
# Hep lipid drop cells 6.5 µM: further read-out of Hep lipid drop, marked with its call; cell count; measured here: cell count, cytotoxicity flag;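 cells counted across two imaged fields per well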
# b-catenin transl cell count 5 µM: further read-out of b-catenin transl, marked with its call; cell count; measured here: cell count, cytotoxicity flag
# T cell modulator vesicle-bound %: also measured in T cell modulator; calls as there; double positive events, %; measured here: CD8+ vesicle-bound cell fraction;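 binding gate set so that unloaded-vesicle control wells show 10% double positive cells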
# MT stabilizer Hoechst-high %: recorded beside MT stabilizer, whose call it bears; % Hoechst-high responders; measured here: nuclear condensation Hoechst responders;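 share of cells brighter than vehicle mean plus two SD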
# MT stabilizer cytotoxicity %: second read-out of MT stabilizer, no call of its own (marks repeat the call); toxicity, %; measured here: cytotoxicity by cell density;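 0% = mean cell density of plate MIN control wells and 100% = no cells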
# Autophagy HCS cell loss 18 h: second read-out of Autophagy HCS, no call of its own (marks repeat the call); toxicity, %; measured here: cell loss, nuclei count;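 cell loss after 18 h compound exposure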
# The depositor's hits bear a star; i = inactive; / = no result given; + = active, no number.
SMILES,Salmonella PhoP GFP,T cell modulator,T cell modulator vesicle-bound %,Hep lipid drop,Hep lipid drop cells 6.5 µM,b-catenin transl,b-catenin transl cell count 5 µM,Dynein transport,Dynein transport cytoplasmic EGFP,Dynein transport nuclear GR-EGFP,Dynein transport cell count,MT stabilizer,MT stabilizer Hoechst-high %,MT stabilizer cytotoxicity %,Insulin prom up,Insulin prom up cell count,ER stress rescue,Autophagy HCS,Autophagy HCS cell loss 18 h
COc1cc(CC(=O)O)ccc1O,-5%,i,18,-6,721,-1.2,1192,-0.49,-0.71,0.076,-0.36,/,/,/,-0.12,1149,/,/,/
Cc1cccc(C(c2c(C)nn(-c3ccccc3)c2N)c2c(C)nn(-c3ccccc3)c2N)c1,25%,i,33,-25,486,1.3,1066,-0.09,-0.06,0.17,-0.31,2.4,1.9,14,0.09,1379,3.0%,i,-5
O=C1c2ccccc2NC(c2ccc(-c3ccc(Br)cc3)o2)N1O (stereo unspecified),106µM*,i,10,/,/,-2.8,900,-0.91,-0.22,-0.15,0.41,1.1,0.5,14,-0.03,1547,-0.6%,i,-7
FC(F)(F)c1cnc(-c2cnc3c(-c4ccc(Cl)cc4)cnn3c2)c(Cl)c1,-13%,i,44,-9,603,-0.5,1070,0.62,-0.18,-0.29,-0.065,1.2,1.4,2.8,-0.61,1816,-0.5%,i,2
Cc1ccc(NC(=O)CN2CCC3(O)CCCCC3C2c2ccc3c(c2)OCO3)c(C)c1 (stereo unspecified),3%,i,10,/,/,/,/,-0.91,-0.2,-0.55,1.1,2.5,1.5,9.8,/,/,6.4%,i,2
COc1ccccc1N(Cc1cc(=O)[nH]c2ccccc12)C(=O)c1ccc([N+](=O)[O-])cc1,7%,i,29,1,723,3.1,1123,0.52,-0.22,0.29,-0.095,/,/,/,0.05,1383,/,/,/
O=C(N/N=C/C(Cl)=C/c1ccccc1)c1ccccn1,3%,i,20,0,698,-0.1,1525,-0.18,-0.21,-0.14,0.46,8.5,2.5,6.4,0.92,1391,-4.0%,i,8
CCOC(=O)C1(CC2CC2)CCN(C(=O)c2cc(C3CC3)nc3ccccc23)CC1,-7%,i,42,-11,685,-2.6,1209,-1.5,-0.25,-0.61,0.9,2.9,1.4,6.0,1.1,1426,4.1%,i,10
CCN1CCN(c2c(Cl)cccc2NC(=O)c2ccc(Br)o2)CC1,5%,i,39,12,725,/,/,-0.52,-0.2,-0.45,1.2,3.8,3.3,6.8,-1.1,1334,-0.2%,i,5
NC(=O)c1ccc(NC(=O)COC(=O)C2(c3ccccc3F)CCCC2)cc1,6%,i,13,4,703,-0.6,1130,0.44,-0.2,0.31,0.33,4.4,2.0,4.0,-0.37,1407,-1.0%,i,-3
CC(=S)c1c(C)cc2cc(C)ccn12,35%,i,40,11,705,-5.2,577,-0.38,-0.32,-0.42,0.67,2.8,3.9,6.1,0.12,1273,-1.1%,i,4
Cc1nn(C)c(C)c1/C=N/NC(=O)c1csc2ccccc12,-12%,i,38,3,599,0.6,1080,-0.57,-0.16,-0.48,0.2,2.3,0.8,6.3,0.6,1996,-0.3%,i,-23
Cc1cc(C[n+]2ncsc2N)c2ncccc2c1,6%,i,24,-12,677,0.5,1305,-0.73,-0.37,-0.66,0.22,/,/,/,-0.14,987,/,/,/
O=C(NNS(=O)(=O)c1ccc(C(F)(F)F)cc1)c1cnn(-c2ccccc2)c1C(F)(F)F,-4%,i,30,-5,686,-0.9,1280,-0.35,-0.22,-0.34,0.68,/,/,/,-0.15,1030,/,/,/
CCN(CC)c1ccc(C(=O)O)cc1,-5%,i,46,-10,577,-2.6,1091,1.2,-0.2,0.58,-0.24,6.0,2.4,6.8,0.11,1452,0.8%,i,10
COc1cc(C=O)ccc1OC(=O)c1ccc(C(C)C)cc1,-2%,i,1,0,673,0.8,932,0.3,-0.19,0.67,-1.1,6.1,2.9,5.0,-0.74,1701,-1.9%,i,-7
CCCCNC(=O)C1CCCN1C(=O)Nc1cccc(OC)c1 (stereo unspecified),2%,i,16,/,/,-3.7,1519,-0.49,-0.19,-0.35,0.24,1.2,1.5,9.0,0.41,1328,-1.2%,i,-2
COc1ccc(Sc2cc(C(F)(F)F)nc(-c3ccccn3)n2)cc1,4%,i,28,/,/,-0.1,1360,0.57,-0.09,-0.12,-0.95,0.8,2.2,7.1,-0.2,1431,14%,i,-2
COc1cc(C(=O)N2CCN(C(=O)COc3ccc4ccccc4c3)CC2)cc(OC)c1OC,-4%,i,45,/,/,-1.0,1248,0.99,0.0089,0.47,-0.52,2.8,2.4,8.7,/,/,-0.9%,i,15
Nc1ccc2c(c1)C(=O)N(CCCC(=O)O)C2=O,-4%,i,13,3,719,-3.7,1022,1.6,-0.14,0.69,-0.79,1.8,2.3,9.1,/,/,1.3%,i,8
CCC(C)(CC(=O)O)CC(=O)Nc1cc(C(F)(F)F)cc(C(F)(F)F)c1 (stereo unspecified),-10%,i,53,6,732,-3.6,1124,-0.96,1.3,-0.25,0.64,/,/,/,0.06,1408,/,/,/
Cc1ccc(/C=N/NC(=O)CSc2nnc(-c3ccc(Cl)cc3)n2-c2ccccc2)o1,-7%,i,48,-2,659,-0.9,514,-0.26,-0.26,0.61,-0.027,3.8,4.1,2.3,0.01,1227,-4.5%,i,-7
O=C1c2ccccc2NC(c2ccc(Cl)cc2Cl)N1O (stereo unspecified),1%,i,45,/,/,0.5,1261,-0.63,-0.29,0.083,-0.087,4.4,2.9,2.1,0.1,1554,-0.4%,i,-9
Cc1cc(C)c2c(n1)sc1c(=O)n(Cc3ccc(F)cc3)cnc12,-13%,i,36,-9,763,0.2,1331,-0.053,-0.27,0.28,0.45,/,/,/,-0.47,1159,/,/,/
CCOC(=O)CSc1cc(C)nc2ccc(OC)cc12,2%,i,37,8,743,0.4,1552,-0.56,-0.35,-0.39,1.5,2.0,2.8,3.4,-0.83,1605,3.7%,i,8

# Overlap with the part before: 2 compounds, then new ones.
SMILES,Salmonella PhoP GFP,T cell modulator,T cell modulator vesicle-bound %,Hep lipid drop,Hep lipid drop cells 6.5 µM,b-catenin transl,b-catenin transl cell count 5 µM,Dynein transport,Dynein transport cytoplasmic EGFP,Dynein transport nuclear GR-EGFP,Dynein transport cell count,MT stabilizer,MT stabilizer Hoechst-high %,MT stabilizer cytotoxicity %,Insulin prom up,Insulin prom up cell count,ER stress rescue,Autophagy HCS,Autophagy HCS cell loss 18 h
Cc1cc(C)c2c(n1)sc1c(=O)n(Cc3ccc(F)cc3)cnc12,-13%,i,36,-9,763,0.2,1331,-0.053,-0.27,0.28,0.45,/,/,/,-0.47,1159,/,/,/
CCOC(=O)CSc1cc(C)nc2ccc(OC)cc12,2%,i,37,8,743,0.4,1552,-0.56,-0.35,-0.39,1.5,2.0,2.8,3.4,-0.83,1605,3.7%,i,8
COC(=O)C1=C(Nc2ccc(C)cc2)C=C(C)C(C(=O)OC)C1c1ccc(OC)cc1 (stereo unspecified),6%,i,30,-4,772,72*,64*,0.14,-0.1,0.037,-1.8,31*,36*,38*,/,/,-1.2%,+,36*
CCOC(=O)c1c(C)[nH]c(C(=O)CSc2nnnn2-c2ccc(C)cc2)c1C,0%,i,33,-33,705,0.8,994,0.62,-0.35,0.13,-0.013,5.7,1.6,1.6,-0.13,1650,-2.0%,i,10
O=C(c1ccc(C(=O)N2CCN(c3ccccc3F)CC2)nc1)N1CCN(c2ccccc2F)CC1,-10%,i,33,2,701,0.4,1304,0.57,-0.27,0.44,-0.21,/,/,/,-0.08,1054,/,/,/
Cc1ccccc1OCC(=O)NN1Cc2ccccc2C1=N,22%,i,42,-11,764,/,/,0.76,0.1,0.99,-0.2,3.1,1.9,7.4,0.04,806,-0.7%,i,-12
CC(C)N(Cc1nc(-c2ccccc2)no1)C(=O)c1ccc([N+](=O)[O-])cc1,-1%,i,25,18,676,-3.7,1057,-0.97,-0.28,-0.39,0.91,4.6,2.2,4.1,-0.45,1584,0.5%,i,-16
C=CCN1C(=O)/C(=C\c2ccc(Cl)cc2)N=C1SCC(=O)NCCC,-3%,i,40,1,769,-1.5,1095,0.96,-0.21,0.79,-0.15,1.2,1.5,3.6,-0.2,812,-0.6%,i,-8
CCOc1ccc(S(=O)(=O)NCCC(=O)OCN2C(=O)c3ccccc3C2=O)cc1,-9%,i,59,/,/,-2.9,958,0.71,-0.49,0.65,-0.17,5.9,1.4,7.3,-0.3,1296,-1.2%,i,11
CC(C)[C@H](NS(=O)(=O)c1ccccc1)C(=O)OCC(=O)NC(=O)c1cccn1C,8%,i,35,14,782,/,/,-0.16,0.32,-0.038,-0.17,1.4,1.4,8.6,/,/,-0.5%,i,-10
S=C(NCCN1CCOCC1)N/N=C/c1ccccc1,9%,i,17,-2,772,-1.1,1054,-0.14,-0.28,0.15,1.1,3.0,1.2,8.2,-0.1,984,6.0%,i,-6
COc1cc(-c2c(C#N)c(=O)[nH]c3c2c(C)nn3-c2ccccc2)ccc1O,-11%,i,31,/,/,-6.1,1015,-0.033,-0.2,0.068,0.38,5.0,2.7,11,0.45,1241,0.5%,i,-1

# Compound activity deposited in PubChem by several laboratories.
